Source: PubChem
mHTT CaM bind: inhibitors of human mutant huntingtin-calmodulin interaction; P42858; AlphaScreen His-mHTT/GST-CaM binding, luminescence; inhibition, % at 15 µM; actives 3.6% (n = 190,000);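 further: 0% = both proteins with DMSO and 100% = one protein alone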
Pf apPOL inh: Pf-apPOL DNA polymerase inhibition | actives 0.25% (n = 210,000) | Recombinant Pf-apPOL, molecular beacon fluorescence, 1.5 h | inhibition, % at 10 µM
* = called active by the depositor; . = no result given; & = joins results of further samples. No stated cut-off is given here; in the data, active means inhibition above about 50%; inactive means the rest. Rows are unselected; any-hit rate near 3.5%.

mol | mHTT CaM bind | Pf apPOL inh
Cc1ccc(NC(=O)Cn2nc(N3CCCCCC3)c3ccccc3c2=O)c(F)c1 | 6 | -5
CC(C)C[C@@H]1COc2cccc(N3CCC[C@@H]3CO)c2S(=O)(=O)N1 | 3 | -2
COCCC1CCN(C(=O)CN(C)C(=O)c2n[nH]c3ccccc23)CC1 | -4 | -6
O=C1CC(Sc2ccccc2)C(=O)N1c1ccccc1 (stereo unspecified) | -7 | -12
Cn1cccc1-c1cc2n(n1)CCCN2C(=O)CCC(=O)Nc1ccc(F)cc1Cl | 48 | 0
C/C(Cl)=C\CN1C(=O)C(=O)c2cccc(C)c21 | 20 | 1
Cc1noc(C)c1CCC(=O)Nc1cccc(-c2ccc(N3CCCC3)nn2)c1 | 27 | -8
O=C(CSc1ncccn1)N1CCc2ccccc21 | -25 | 1
Cc1nnc(SCC(=O)Nc2ccc(F)c(Cl)c2)s1 | -7 | -1
CCOC=NC1=C(C#N)C(c2ccc(Cl)cc2)C2=C(CC(C)(C)CC2=O)O1 (stereo unspecified) | 7 | 10
CCN(C(=O)CN1C(=O)NC2(CCC(C)CC2)C1=O)c1ccccc1 (stereo unspecified) | 6 | -1
O=C(COc1ccccc1F)NC1CCCC(OC(=O)Nc2ccccc2)C1 (stereo unspecified) | -10 | -1
CSc1ccccc1NC(=O)C(=O)NCC1CCN(S(C)(=O)=O)CC1 | -4 | -4
Cc1ccc([N+](=O)[O-])c2c1N=C(c1ccc([N+](=O)[O-])cc1)NO2 | 1 | -1
COc1cc(-c2nc(C=Nc3cc(Cl)ccc3C)c(O)o2)cc(OC)c1OC | 1 | -3

Grouped by structure: the entries above with four or more nitrogen atoms
mol | mHTT CaM bind | Pf apPOL inh
Cc1ccc(NC(=O)Cn2nc(N3CCCCCC3)c3ccccc3c2=O)c(F)c1 | 6 | -5
COCCC1CCN(C(=O)CN(C)C(=O)c2n[nH]c3ccccc23)CC1 | -4 | -6
Cn1cccc1-c1cc2n(n1)CCCN2C(=O)CCC(=O)Nc1ccc(F)cc1Cl | 48 | 0
Cc1noc(C)c1CCC(=O)Nc1cccc(-c2ccc(N3CCCC3)nn2)c1 | 27 | -8
Cc1ccc([N+](=O)[O-])c2c1N=C(c1ccc([N+](=O)[O-])cc1)NO2 | 1 | -1

Further structures:
mol | mHTT CaM bind | Pf apPOL inh
COc1ccc(Cl)cc1N1C(=O)C2CCCN2C1c1cccc(OC)c1OC (stereo unspecified) | 13 | -4
O=C(CCc1cccc2[nH]ccc12)Nc1ccccc1 | 14 | -2
Cc1ccc(N2CCN(Cc3ccc(C(=O)N4CCOCC4)o3)CC2)cc1C | 6 | -7
Cc1ccc(-c2nc(C3CCN(S(=O)(=O)c4ccccc4F)CC3)no2)cc1 | -6 | -5
O=C1CSC(c2ccc([N+](=O)[O-])cc2)N1CC12CC3CC(CC(C3)C1)C2 (stereo unspecified) | 23 | 0
COc1ccc(OCC(O)CNC(=O)c2cccs2)cc1 (stereo unspecified) | . | -2
Cn1c(=NC(=O)c2ccc(S(=O)(=O)N3CCCC3)cc2)sc2ccccc21 | -4 | 1
COc1cc(/C=C/C(=O)O)cc(S(=O)(=O)N(C)CCO)c1OC | 1 | 2
CC(C)CC(C(=O)O)N1C(=O)c2ccccc2C1=O (stereo unspecified) | 3&-3 | -7&4
O=C(c1cccc(Cl)c1)N1CCC(Cn2c(C(F)(F)F)nc3ccccc32)CC1 | -10 | -1
CC(=O)Nc1cc([N+](=O)[O-])ccc1-n1cc(C)c(C(F)(F)F)n1 | . | 6
COc1ccc(-c2[nH]ncc2C=C(C#N)S(C)(=O)=O)cc1 | . | -3&-5
CCSc1sc(CC)cc1C1C(C(=O)Nc2ccccc2)=C(C)NC2=C1C(=O)CCC2 (stereo unspecified) | 6 | 2
Cn1c2ccccc2c2nnc(SCN3C(=O)c4ccccc4C3=O)nc21 | -5 | -7
COc1cccc(C=Nc2sc3c(c2C#N)CCCC3)c1O | 8 | 3

Sorted by count of non-hydrogen atoms (descending): part of the list above
mol | mHTT CaM bind | Pf apPOL inh
CCSc1sc(CC)cc1C1C(C(=O)Nc2ccccc2)=C(C)NC2=C1C(=O)CCC2 (stereo unspecified) | 6 | 2
Cc1ccc(N2CCN(Cc3ccc(C(=O)N4CCOCC4)o3)CC2)cc1C | 6 | -7
COc1cccc(C=Nc2sc3c(c2C#N)CCCC3)c1O | 8 | 3

Carrying on.
mol | mHTT CaM bind | Pf apPOL inh
O=C(Cn1c(=O)c2cccn2c2ccccc21)NC1CC1 | 0 | 0
CCc1ccc(C=C2Oc3cc(OC(=O)c4ccco4)ccc3C2=O)cc1 | -1 | -6
CC1(C)CCC2(C(=O)O)CCC3(C)C(=CCC4C5(C)CCC(O)C(C)(C)C5C(O)CC43C)C2C1 (stereo unspecified) | . | -11
CCN(CC)S(=O)(=O)c1ccc(NC(=O)COc2ccc(Br)cc2)cc1 | -14 | -6
CCCCC1(Cc2ccccc2)C(=O)Nc2ccccc2C1=O (stereo unspecified) | . | -4
CCC(C)n1c(=N)c(C#N)cc2c(=O)n3cccc(C)c3nc21 (stereo unspecified) | -8 | -2
CCc1ccccc1N(CC(=O)Nc1ccc(F)cc1F)S(=O)(=O)c1ccccc1 | 81* | -8
Cc1noc(COC2CCN(C(=O)C3(c4ccccc4)CC3)CC2)n1 | 2 | -3
COc1ccc(C(=O)N2CCC(n3c(-c4ccc(OC)cc4)nc4cccnc43)C2)cc1 (stereo unspecified) | 18 | 0
Cc1ccc(Cc2nc(-c3ccc(=O)[nH]c3)no2)cc1 | -1 | 2
O=C(CC1N=C2c3ccccc3N=C(SCc3ccccc3F)N2C1=O)NCc1ccccc1 (stereo unspecified) | 44 | -6
Cc1cccc(-n2c(CN3CCN(C(=O)NC4CCCCC4)CC3)nc3cccnc32)c1 | 0 | 3
Fc1ccc(SCSc2ccccc2)cc1 | -58 | .
Cc1cccc(-n2nc3c(c2NC(=O)c2c(F)cccc2Cl)CS(=O)(=O)C3)c1C | -1 | -3
O=[N+]([O-])c1cccc(-c2nc(=S)c3c(n2CC2CCCO2)CCCC3)c1 (stereo unspecified) | -2 | 2
CCCS(=O)(=O)c1c(S(=O)(=O)CCC)c2c(N)cccn2c1C(=O)c1ccc(OC)cc1 | 25 | -6
O=c1c2scc(-c3ccc(Br)cc3)c2ncn1Cc1cccc(F)c1 | -19 | -3
CCCCCCCc1ccc(C(=O)NC(=S)Nc2cccc(C)n2)cc1 | . | -1
N#Cc1ccc(Oc2cccc(-c3cnc4ccccc4n3)c2)cc1C#N | -5 | 1
CC(C)(C)C(N)Cn1ccnc1 (stereo unspecified) | -5 | .
COc1cc2c(cc1OC)C(C(=O)N1CCN(C)CC1)C(c1cccs1)N(C)C2=O (stereo unspecified) | -2 | 0
CCCCC(=O)Nc1cccc(-c2nc3ncccc3o2)c1 | 0 | -3
Cc1ccc(NC(=O)CC23CC4CC(CC(Br)(C4)C2)C3)c(C)c1 | -15 | 0
O=C(NCc1ccccn1)c1ccccc1F | -7 | -6
Cc1ccc(-c2[nH]ncc2Sc2ccc(C(F)(F)F)cn2)cc1 | . | -13
Cc1ccsc1C(=O)Nc1cnc(N2CCCCCC2)nc1 | -5 | -1
Nc1ccccc1-c1nc(-c2ccc(Cl)cc2)no1 | . | 0
O=C(CCC(=O)NC1CCCC1)NC1CCCC1 | -3 | 3
Fc1cnc(N2CCOCC2)nc1Nc1ccccn1 | 3 | 2
CCc1cccc(NC(=O)N2CCC(c3cc(=O)n4nccc4n3C)CC2)c1 | 4 | 2
CC(C)C1c2cccn2CCN1C(=O)Nc1ccc(Br)cc1F (stereo unspecified) | 7 | -3
COC(=O)c1cnc2nc(C)ccc2c1Nc1cc(Cl)ccc1C | 65* | 0
Clc1ccc(N=Cc2ccc(Br)o2)cc1 | 33 | .
N#CC1=C(N)Oc2ccc3ncccc3c2C1c1ccccc1F (stereo unspecified) | 49 | -8
O=C(CN1CCOCC1)Nc1ccc(-c2nc3cc(NC(=O)CN4CCOCC4)ccc3o2)cc1 | 4 | -3
Cc1cc(C)cc(NC(=O)Cn2cnc3c(-c4ccc(F)cc4)csc3c2=O)c1 | -14 | 0
CC(C)(C)CC(C)(C)NC(=O)c1c(F)cccc1F | . | 0
CC(C)NC(=O)C1CC1(c1ccccc1)c1ccccc1 (stereo unspecified) | -9 | -9
CC1CCN(c2nc3c(c(=O)n(Cc4ccc(F)cc4)c(=O)n3C)n2C)CC1 | 5 | -3
O=C(c1ccccc1-c1ocnc1C(=O)N1CCCCCC1)N1CCCCC1 | -2 | 0
CN1CCc2oc3ccc(N)cc3c2C1 | -4 | 4
COc1cccc2c(Nc3ccccc3)cc(C(=O)N3CCSCC3)nc12 | 4 | -8
CCOc1ccc2ncc(C#N)c(N3CCC(C(=O)Nc4cccc(F)c4)CC3)c2c1 | 6 | 1
O=C1N(CN2CCC(Cc3ccccc3)CC2)c2ccccc2C12OCCCO2 | 3 | -3
CC(=O)NCCc1csc(C2CCN(C(=O)Nc3cc(F)ccc3F)CC2)n1 | -7 | -4
O=C(Nc1cccc(F)c1)C1CC1c1ccccc1 (stereo unspecified) | -10 | -4
Cc1c(C(=O)NC(C)C)c(C2CC2)nn1-c1cccc(Cl)c1 | -5 | 0
O=C(Nc1ccc(Cl)cc1)OCCSc1nc2ccccc2s1 | . | -19
COC(=O)c1cc(Br)cc2ccccc12 | -124 | 64*
CCOc1ccc(/C=C2\SC(=O)N(Cc3ccc(F)cc3)C2=O)cc1OC | 4 | -10
CN(C)c1ncn(Cc2c(Cl)cccc2Cl)c2ncnc1-2 | 2 | 0
CC1(C(=O)NCc2ccccc2)CCCN(C(=O)c2ccc(Br)cc2)C1 (stereo unspecified) | 5 | -2
CCNC(=O)C(=O)Nc1ccc(C)c(Cl)c1 | -1 | -9
CC(=O)Nc1ccc(C(=O)Nc2ccc(Br)cc2)cc1 | -4 | 12
O=C(Nc1cccc(C(F)(F)F)c1)c1cc(Br)cc2c1OCC2 | . | 0
O=C(O)c1cc([N+](=O)[O-])ccc1Sc1ccc(Cl)cc1 | 4 | -4
CC(C)Oc1cccc(C(=O)Nc2ccc(N3CCCC3)cc2)c1 | 99* | -7
CC1=C(C)CS(=Nc2cccc([N+](=O)[O-])c2)N(S(=O)(=O)c2ccccc2)C1 (stereo unspecified) | 3 | -3
CCS(=O)(=O)c1ccc(O)c(Nc2nc(C)nc3c2CCC3)c1 | -2 | 1
CCC(C)NC(=O)C1CCN(c2ccc(Cl)cc2C)C1=O (stereo unspecified) | -7 | -3

(more compounds)
mol | mHTT CaM bind | Pf apPOL inh
CC1CC(=O)C2=C(C1)OC(N)=C(C#N)C2c1ccc(Cl)cc1Cl (stereo unspecified) | 3 | -9
CCCCCCSc1nnc2n(C)c(=O)c3c4c(sc3n12)COC(C)(C)C4 | -5 | -17
O=C(NCCc1ccccc1)c1ccc(Cl)cc1 | -16 | -6
CCOC(=O)C(C)NC(=O)NCCC1CCN(S(=O)(=O)c2ccc(C)cc2)CC1 (stereo unspecified) | 40 | 0
CCOc1ccc(NC(=O)C2(C)Oc3cccnc3N(CC)C2=O)cc1 (stereo unspecified) | -4 | 3
O=C(O)c1ccc(NC(=O)c2cccc(S(=O)(=O)Nc3ccc(Cl)cc3)c2)cc1 | 2 | -2
CCOc1ccc(C(=O)Nc2c(C)cccc2C)cc1Cl | -2 | 1
CC1(C)CC(=O)C2=C(C1)OC(N)=C(C#N)C2c1cccc(Cl)c1Cl (stereo unspecified) | 0 | -1
Cc1ccc(C(=O)Nc2ccc(F)c(Cl)c2)o1 | -5 | -2
CC(C)(C)c1ccc(C(=O)N2CCC3(C2)NC(=O)N(Cc2ccc(Cl)cc2)C3=O)cc1 (stereo unspecified) | -3 | -1
CN1CCC(=O)N([C@H](CO)c2ccccc2)CC1 | -6 | -3
CCN(CC)c1cc(C)c2cc(NC(=O)/C=C/c3cc(OC)c(OC)c(OC)c3)ccc2n1 | 42 | -4
c1ccc(-c2nc(-c3ccncc3)n[nH]2)nc1 | . | -10
CCOc1ccc2c(c1)OC(=Cc1cc(Br)ccc1OC)C2=O | 7 | -5
Cc1cccc(-n2c(N)cc(=O)nc2SC(C)C(=O)Nc2ccc(S(N)(=O)=O)cc2)c1 (stereo unspecified) | 14 | -5

Profiles from above.
`O=C(O)c1ccc(NC(=O)c2cccc(S(=O)(=O)Nc3ccc(Cl)cc3)c2)cc1` in the list: mHTT CaM bind = 2; Pf apPOL inh = -2
`c1ccc(-c2nc(-c3ccncc3)n[nH]2)nc1` in the list: mHTT CaM bind = .; Pf apPOL inh = -10

(continued)
mol | mHTT CaM bind | Pf apPOL inh
COc1ccccc1NC1=CC(=NS(=O)(=O)c2ccccc2)c2ccccc2C1=O | 94* | 3
O=C(Nc1ccc(CN2CCS(=O)(=O)CC2)cc1)c1ccccc1 | . | -2&-16
COCCNc1ncnc2sc(C)c(C)c12 | 1 | -6
O=C(c1ccccn1)N1CCC(n2nc(-c3ccsc3)ccc2=O)CC1 | 32 | -6
O=C(Nc1ccc(C(F)(F)F)cc1)c1cccc([N+](=O)[O-])c1 | . | -5
O=C(Nc1ccc(N2CCCN(C(=O)Cc3ccccc3)CC2)nc1)C1CCCC1 | 1 | -4
Cc1nn2c(=O)/c(=C/c3ccc(O)cc3)sc2nc1=O | -5 | -1
O=C(NCC(c1cccnc1)N1CCN(c2ccccc2F)CC1)c1ccc2c(c1)OCO2 (stereo unspecified) | 6 | -2
Cc1ncsc1CN1CCCCC1c1nncn1-c1ccccc1 (stereo unspecified) | -4 | 8
Cc1ccc2oc(C(=O)Nc3nccs3)cc2n1 | -21 | -8
O=[N+]([O-])c1ccc(S(=O)(=O)/C=C/C=C/N2CCCCC2)cc1 | 93* | 7
CC(C)NC(=O)Cn1c(-c2ccc(F)cc2)nc2c(c1=O)CCN(Cc1ccccc1)C2 | -3 | -8
CSc1nnc2c(n1)OC(c1ccc3c(c1)OCO3)N(C(C)=O)c1ccccc1-2 (stereo unspecified) | 8 | 2
CCCc1c(C(=O)O)nnn1-c1ccc(Cl)cc1 | -2 | -1
O=C(Nc1c(F)cc(F)cc1Br)c1noc2c1CCC2 | -7 | -5
COc1ccc(OC)c(NC(=O)C(NS(=O)(=O)c2cccs2)C(C)C)c1 (stereo unspecified) | 3 | -3
CCc1ccccc1NC(=O)N1CCCC1c1ccc(F)cc1 (stereo unspecified) | 6 | -7
Cc1onc(-c2ccccc2)c1-c1csc(-c2ccc(Cl)cc2)n1 | . | -1
